DAX1 inh-1: DAX1 (NR0B1) inhibition, primary screen; AID 652010; 1.1% of 370,000 active; HEK293T StAR-luciferase reporter, SF-1/DAX-1 repression relief; inhibition, % at 6.8 µM;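 active = inhibition above the mean over all tested compounds plus 3 SD, cut at about 3.6% in these data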;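 note: 0% = DAX-1 cells with DMSO and 100% = cells lacking DAX-1 with DMSO; higher inhibition means more luminescence from relief of DAX-1 repression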
MBD2 DNA inh: MBD2-methylated oligo binding inhibition; 0.31% of 370,000 active; inhibition, % at 4.4 µM; TR-FRET, MBD2 binding to methylated oligonucleotide; Q9UBB5; in the data active = inhibition above about 13%
ssDAF-12 act: activators of S. stercoralis DAF-12 nuclear receptor; HEK293 ssDAF-12/GRIP1 lit1-tk-luc reporter, luminescence; % of 3 µM dafachronic acid response; activation, % at 6.8 µM; 1% of 370,000 active; AID 652126;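 active = activation above the mean over all tested compounds plus 3 SD, cut at about 0.9% in these data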;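 note: 0% = DMSO-only wells and 100% = 3 µM delta7-dafachronic acid wells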
PLC-gamma1 inh: inhibitors of human phospholipase C gamma1; purified PLC-gamma1, fluorogenic substrate, fluorescence; inhibition, % at 12.2 µM; 0.84% of 370,000 active; AID 720700; in the data active = inhibition above about 9.5%
Target sequence (P19174 whole entry, looked up): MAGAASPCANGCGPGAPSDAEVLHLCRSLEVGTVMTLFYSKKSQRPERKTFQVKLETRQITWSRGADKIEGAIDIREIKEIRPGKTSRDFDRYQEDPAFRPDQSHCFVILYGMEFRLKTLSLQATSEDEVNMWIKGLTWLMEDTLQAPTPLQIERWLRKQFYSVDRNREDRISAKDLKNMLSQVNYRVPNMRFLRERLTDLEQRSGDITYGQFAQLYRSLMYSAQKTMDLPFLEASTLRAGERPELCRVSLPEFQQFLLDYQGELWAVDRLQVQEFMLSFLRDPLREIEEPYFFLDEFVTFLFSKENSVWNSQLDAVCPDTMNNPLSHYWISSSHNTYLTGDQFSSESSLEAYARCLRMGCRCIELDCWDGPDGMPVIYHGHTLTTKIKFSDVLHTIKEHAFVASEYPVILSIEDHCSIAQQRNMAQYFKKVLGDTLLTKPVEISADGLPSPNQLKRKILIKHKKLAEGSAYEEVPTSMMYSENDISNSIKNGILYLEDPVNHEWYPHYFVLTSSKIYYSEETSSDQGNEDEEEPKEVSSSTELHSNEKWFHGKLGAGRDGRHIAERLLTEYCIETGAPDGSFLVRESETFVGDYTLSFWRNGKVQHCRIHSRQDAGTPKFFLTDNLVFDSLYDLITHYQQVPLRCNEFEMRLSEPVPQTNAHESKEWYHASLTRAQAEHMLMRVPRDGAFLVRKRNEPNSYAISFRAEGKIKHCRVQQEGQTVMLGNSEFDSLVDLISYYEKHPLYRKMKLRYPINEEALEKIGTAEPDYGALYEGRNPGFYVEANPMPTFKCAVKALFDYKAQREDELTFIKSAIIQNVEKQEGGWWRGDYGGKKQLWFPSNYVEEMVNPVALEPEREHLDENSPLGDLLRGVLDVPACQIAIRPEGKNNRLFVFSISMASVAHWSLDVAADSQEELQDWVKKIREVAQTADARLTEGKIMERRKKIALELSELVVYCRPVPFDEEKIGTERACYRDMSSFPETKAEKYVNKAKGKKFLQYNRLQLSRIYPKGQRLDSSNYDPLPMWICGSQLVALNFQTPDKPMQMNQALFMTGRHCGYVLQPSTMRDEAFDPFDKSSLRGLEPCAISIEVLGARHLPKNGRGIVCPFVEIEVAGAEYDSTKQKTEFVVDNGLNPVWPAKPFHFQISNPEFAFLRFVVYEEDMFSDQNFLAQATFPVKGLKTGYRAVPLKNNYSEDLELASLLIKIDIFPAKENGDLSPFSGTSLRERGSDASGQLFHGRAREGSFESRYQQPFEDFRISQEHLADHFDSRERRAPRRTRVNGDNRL
SMARCA2 activ: increases SMARCA2 function in MMTV reporter cells; MG213 cells, MMTV-luciferase reporter, dexamethasone, overnight; activation, % at 9.1 µM; 1% of 370,000 active; AID 652017; in the data active = activation above about 7.8%;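 note: 0% = vehicle wells and 100% = reference activator wells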
Rev-erbA mod: Rev-erb alpha (human) modulation. P20393. Rev-erbα–FITC-DNA binding, fluorescence polarization, 90 min. activity, % at 10 µM. 0.79% of 370,000 active;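 active = activity above about 14%, limit read from the data; passing the limit was not always enough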;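 note: 0% = DMSO wells with 35 nM protein and 100% = DMSO wells with 750 nM protein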
ADAM17 inh: inhibitors of human ADAM17; AID 720648; inhibition, % at 6.95 µM; P78536; recombinant ADAM17, EDANS/DABCYL FRET peptide cleavage; 0.83% of 370,000 active;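 active = inhibition above the mean of compounds lying between control limits plus 3 SD, set per campaign, cut at about 8.5% in these data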;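 note: 0% = DMSO-only wells as the low control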
hcDAF12 agonist: activators of H. contortus DAF-12 nuclear receptor; HEK293 hcDAF-12 lit1-tk-luc reporter, luminescence; 0% DMSO, 100% Δ7-dafachronic acid; 1.4% of 370,000 active; AID 652067; activation, % at 6.8 µM;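 active = activation above the mean of all tested compounds plus 3 SD, cut at about 5.5% in these data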;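 note: 100% = response to 3 µM Δ7-dafachronic acid high control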
DAX1 inh-2: inhibits human nuclear receptor DAX1; AID 504766; 0.99% of 340,000 active; HEK293 Gal4-DAX1 luciferase reporter, luminescence; inhibition, % at 6.75 µM; P51843;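 active = inhibition above the mean over all tested compounds plus 3 SD, cut at about 4.2% in these data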;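 note: 0% = DAX1-transfected cells with DMSO and 100% = empty-vector control cells with DMSO; inhibition shows as a rise in luminescence from relieved DAX1 repression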
PLCb3 inh: blocks human PLC-beta3 enzyme activity | Q01970 | Purified PLC-beta3, fluorogenic substrate, fluorescence | AID 720704 | inhibition, % at 12.2 µM | 0.18% of 370,000 active; in the data active = inhibition above about 11%;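 note: 0% = median of compound wells on plate and 100% = full blocker control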
hgDAF-12 ag: hgDAF-12 agonism, primary luciferase screen; activation, % at 6.8 µM; 1.8% of 370,000 active; HEK293 GAL4-hgDAF12 UAS-luciferase reporter, agonist luminescence; normalized to butyrate control;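 active = activation above a cutoff set at the mean of all screened compounds plus 3 SD, cut at about 10% in these data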;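 note: 0% = DMSO wells and 100% = sodium butyrate wells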
* hit, by the source's call; · = no result given.

no.	mol	PLC-gamma1 inh	hgDAF-12 ag	MBD2 DNA inh	SMARCA2 activ	DAX1 inh-2	DAX1 inh-1	ADAM17 inh	PLCb3 inh	Rev-erbA mod	hcDAF12 agonist	ssDAF-12 act
1	COc1ccc(CCNC(=O)C2CC(=O)N(C3CCCCCCC3)C2)cc1OC (stereo not given)	5	4.2	1	-2	-1.0	-0.5	0	4	-5	1.7	0.0
2	Cc1noc(C)c1C(=O)N1CCN(S(=O)(=O)c2ccc(F)cc2)CC1	0	-1.8	-6	0	0.5	0.2	-1	-3	-6	-0.6	-1.3
3	O=C([C@@H]1C[C@H]1c1ccccc1)N1CC[C@H]2[C@H](CCCN2Cc2ccc(F)cc2)C1	3	0.0	3	-2	·	-0.6	-6	-2	-4	-1.5	-1.8
4	CON(C)S(=O)(=O)c1ccc2c(c1)NC(=O)C1CCCN21 (stereo not given)	-28	-1.1	1	2	0.7	-0.3	-6	-37	-3	-2.5	-0.4
5	COc1cccc(C(=O)Nc2cccc3ccccc23)c1	15*	-0.9	-7	0	-1.5	-0.1	3	3	0	-0.6	-1.7
6	Cc1ccc(-c2cc(C(=O)Nc3cc(C(=O)O)ccc3C)c3ccccc3n2)cc1	-1	-0.6	1	2	·	0.2	-3	0	1	1.9	-0.5
7	CCSc1nnc(NC(=O)[C@@H](NC(=O)c2ccc(C(C)(C)C)cc2)C(C)C)s1	0	0.0	0	-1	-0.9	0.0	-2	2	0	1.1	-0.5
8	Cc1noc(NS(=O)(=O)c2ccc(N/C=C\C(=O)c3ccc(Br)cc3)cc2)c1C	-21	2.1	0	1	1.8	0.8	5	-23	-3	1.0	0.0
9	COCCCN(C(=O)CSc1nc2ccccc2c(=O)n1C)c1c(N)n(Cc2ccccc2)c(=O)[nH]c1=O	-1	2.7	1	0	-0.7	-0.4	-13	-7	-4	1.5	-0.1
10	C#CCOCCOCCOCCNc1nc(N2CCN(C(=O)Cn3cc(CCO)nn3)CC2)nc(N2CCN(C(=O)[C@H](Cc3ccc(O)cc3)n3cc(CCO)nn3)CC2)n1	3	-1.1	10	2	0.0	0.0	2	2	-2	-0.7	-1.3
11	CC(OC(=O)CCN1C(=O)C2CC=CCC2C1=O)C(=O)Nc1cccc(C#N)c1 (stereo not given)	-1	4.0	-1	-3	0.9	0.6	0	-2	4	-1.6	-1.3
12	COC(=O)c1ccc2c(=O)n(CC3CCCO3)c(SCC(=O)NCCc3ccc(S(N)(=O)=O)cc3)nc2c1 (stereo not given)	2	2.8	-5	-3	1.9	-0.3	1	1	7	-1.0	-1.6

Ordered by SMILES length (smallest number first): part of the list above
no.	mol	PLC-gamma1 inh	hgDAF-12 ag	MBD2 DNA inh	SMARCA2 activ	DAX1 inh-2	DAX1 inh-1	ADAM17 inh	PLCb3 inh	Rev-erbA mod	hcDAF12 agonist	ssDAF-12 act
4	CON(C)S(=O)(=O)c1ccc2c(c1)NC(=O)C1CCCN21 (stereo not given)	-28	-1.1	1	2	0.7	-0.3	-6	-37	-3	-2.5	-0.4
1	COc1ccc(CCNC(=O)C2CC(=O)N(C3CCCCCCC3)C2)cc1OC (stereo not given)	5	4.2	1	-2	-1.0	-0.5	0	4	-5	1.7	0.0
2	Cc1noc(C)c1C(=O)N1CCN(S(=O)(=O)c2ccc(F)cc2)CC1	0	-1.8	-6	0	0.5	0.2	-1	-3	-6	-0.6	-1.3

Additional compounds:
no.	mol	PLC-gamma1 inh	hgDAF-12 ag	MBD2 DNA inh	SMARCA2 activ	DAX1 inh-2	DAX1 inh-1	ADAM17 inh	PLCb3 inh	Rev-erbA mod	hcDAF12 agonist	ssDAF-12 act
13	O=C(NCCC(NS(=O)(=O)OCC(Cl)(Cl)Cl)c1ccccc1)C(F)(F)F (stereo not given)	3	-0.7	-10	0	1.7	-0.8	1	3	2	1.3	-0.5
14	Cc1ccccc1C1CCC2(CCC(=O)N2CC[C@@H](O)c2ccccc2)CC1 (stereo not given in full)	0	-0.9	-2	·	·	·	-2	-2	7	-0.6	-2.3
15	C=CCNC(=O)C1CCN(c2ccc(S(=O)(=O)N3CCOCC3)cc2Cl)CC1	3	1.0	-1	-5	0.4	-0.3	-2	-2	-3	-0.9	-2.3
16	COC(=O)c1ccccc1NC(=S)NC(=O)COc1ccccc1Cl	-1	0.1	5	-1	0.5	0.3	-2	0	1	-0.8	-1.1
17	CCOC(=O)C1CCN(c2cc3c(cc2NC(=O)c2ccccc2F)n(C)c(=O)n3C)CC1	-97	-2.2	-2	-6	0.0	-0.1	-2	-162	8	-0.2	-1.2
18	Cc1cc(C)cc(N(CC(=O)NCc2ccco2)S(=O)(=O)c2ccccc2)c1	2	3.0	3	2	1.3	-0.1	-3	-2	-1	2.3	-0.3
19	O=C(COc1coc(CN2CCN(c3cccc(Cl)c3)CC2)cc1=O)NC1CCCC1	-1	-2.3	-5	-2	-2.2	-1.5	0	4	-6	-0.7	-1.1
20	CCCCCCC(=O)Nc1ccc(Cl)cn1	2	0.7	-1	2	-0.4	0.5	-1	4	3	0.1	-1.4
21	COc1ccc(OC)c(/C=N/NC(=O)c2ccc(=O)[nH]n2)c1	-6	2.1	-5	0	1.2	0.3	-3	-16	-1	-0.6	-1.7
22	C[C@H](CO)N1C[C@H](C)[C@@H](CN(C)Cc2ccncc2)Oc2c(NC(=O)CCC(F)(F)F)cccc2C1=O	2	-1.1	2	2	0.2	-0.1	0	0	3	-0.8	-0.6
23	Cc1ccnc(NC(=O)C2CC(=O)N(c3ccc4c(c3)OCCO4)C2)c1 (stereo not given)	1	15*	2	4	0.6	12*	1	-6	-2	3.6	-0.3
24	O=C(NCc1ccccc1)C(c1cccnc1)N(C(=O)c1csnn1)c1ccccc1 (stereo not given)	1	0.1	3	-1	0.8	-0.4	-2	-3	-3	0.2	-0.7
25	CC(C)(C)c1ccc(-n2ncc3c2CCCC3NC(=O)CCN2CCCCC2=O)cc1 (stereo not given)	-1	-3.8	3	-1	-2.1	-6.2	-2	-3	4	-4.2	-1.8
26	CC(C)CCNC(=S)Nc1ccccn1	2	0.0	1	0	1.1	-0.5	1	0	1	0.1	-0.7
27	NC(=O)CSc1n[nH]c(=O)n1CCc1ccccc1	1	3.0	-5	-3	1.7	0.8	-1	3	4	-0.1	-1.2
28	CC(=O)NNC(=O)c1sc(=S)n(C)c1C	8	-0.6	1	-3	0.9	0.8	2	7	0	-1.4	-2.0
29	CCCn1c(N)c(N2CCCCC2)c(=O)n(CC(=O)Nc2ccccc2C)c1=O	3	0.2	-5	-2	1.5	0.1	-4	4	0	-0.4	-1.0
30	O=C(COC(=O)COc1ccccc1)Nc1ccc(OC(F)(F)F)cc1	0	0.9	-3	0	0.9	-0.8	2	2	-3	-0.2	-0.8
31	CC(=O)N(NC(=O)c1ccccc1Cl)C1CC(=O)N(c2ccc(C)cc2)C1=O (stereo not given)	2	-1.4	-2	-1	0.8	0.4	0	1	4	-0.5	-1.6
32	O=C(Nc1ccccc1C(=O)NCc1cccnc1)c1ccco1	1	-0.8	1	-1	-0.7	-0.5	-2	0	-3	-0.6	-1.0
33	COc1ccc(CNS(=O)(=O)NCc2ccccc2F)cc1	-1	-0.6	-2	-2	1.3	-0.3	-1	-5	-4	1.4	-1.2
34	O=C(CSc1nnc(-c2ccccc2)n1Cc1ccccc1)N1CCOCC1	3	1.4	-2	6	-0.7	-0.1	2	1	1	-0.2	-0.3
35	CC(=O)Nc1cc(S(=O)(=O)Nc2ccccc2)c(C)cc1C	0	-1.9	-2	3	-0.5	-0.2	2	5	1	-1.0	-1.1
36	CCOC1=C/C(=C/c2c(N)n3nc(CC(=O)N4CCCCC4)sc3nc2=O)C=CC1=O	-37	0.5	1	1	2.0	-0.5	-16	-61	1	0.5	-1.1
37	CC(=O)c1c(N2CCCC2)[nH]c(-c2ccccc2)nc1=S	3	-1.3	1	4	0.4	0.2	2	3	9	-1.1	-1.6
38	CN(C(=O)C1CCC(=O)N(CCCN2CCCC2=O)C1)C(C1CC1)C1CC1 (stereo not given)	3	-1.6	2	-1	0.2	-0.8	3	-3	0	2.7	-1.6
39	CC(NC(=O)COC(=O)CNC(=O)C1CCCCC1)c1ccccc1 (stereo not given)	2	-1.4	-1	-4	-0.3	0.4	0	-7	-5	-0.8	-1.3
40	CC(C)CC(=O)N1CCN(C(=O)c2cccc(F)c2)CC1	8	1.7	9	-1	1.5	-0.3	-7	-3	6	-2.2	-0.8
41	CCCCN(C)CCC(=O)Nc1ccc2c(c1)CCC2	-1	2.1	1	1	2.2	0.7	-5	-2	-3	-0.7	-1.1
42	CC1CCN(CCNC(=O)C2CCN(S(=O)(=O)c3cccc4nsnc34)CC2)CC1	0	-2.0	-3	0	-0.6	-0.5	-1	-6	-3	-0.9	-1.5
43	Cc1cc(C(=O)NCC(c2ccco2)N(C)C)no1 (stereo not given)	6	0.9	-5	-2	-0.1	0.4	-2	-6	-4	-1.5	-1.4
44	CCCCc1ccc(NC(=O)N[C@H](C(=O)O)C(C)CC)cc1 (stereo not given in full)	-1	-0.9	2	-1	0.7	-0.2	-7	4	1	-0.8	-0.9
45	COc1ccc(OC)c(C2CC(=O)OC3=C2C(=O)CC(C)(C)C3)c1 (stereo not given)	0	0.3	4	0	0.8	-0.3	-7	-2	-5	-0.6	-1.1
46	COc1cccc(NS(=O)(=O)c2ccc(-n3cccn3)cc2)c1	-1	-1.5	1	-2	0.0	-3.5	0	-1	-3	-2.2	-1.3
47	Cc1ccc(OCc2nnn(CC(=O)NS(=O)(=O)c3c(C)noc3C)c2-c2ccccc2)cc1	-3	-0.2	-2	-1	·	-0.7	0	-6	3	-1.7	-1.6
48	COc1ccc(C(=O)Nc2cc(-c3ccccc3)nn2-c2ccccc2F)cc1	-1	-1.1	5	0	0.0	-0.2	2	0	1	-0.3	-1.9
49	CCOc1nc(-c2ccccc2)ccc1-c1noc(-c2cccnc2)n1	-1	1.1	3	-3	0.1	0.3	-6	-5	14	0.2	-1.1
50	NC(=O)C1CCN(C(=O)c2ccc(Cl)c(NC(=O)c3cccs3)c2)CC1	1	0.4	-3	-3	0.9	0.6	-1	3	-5	1.8	-1.4
51	Cc1cc(C)c(SSc2nnnn2-c2ccccc2)c(C)c1	0	-1.0	4	-3	0.7	-1.0	-3	-4	-3	-0.3	-1.0
52	Cc1cccc(-c2noc(CN(C)C(=O)c3ccoc3C)n2)c1	1	1.1	-2	-3	-0.2	-0.1	2	-7	-2	-3.5	-1.7
